GluA2 TARP mod = modulators of GluA2-stargazin AMPA receptor complexes, primary screen, cell-based, membrane potential dye | actives 3.5% (n = 40,000) | Voltage-dependent calcium channel gamma-2 subunit (Mus musculus) + Glutamate receptor 2 … | calls only at 30 µM | AID 1259245, 2017 | HEK293 GluA2+stargazin, membrane potential dye (FDSS), glutamate EC50; hits were called plate by plate, in both directions;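 active means any of four per-well response measures lying three or more SD from its plate-wide compound average, in either direction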
Target sequence (O88602 whole entry, looked up): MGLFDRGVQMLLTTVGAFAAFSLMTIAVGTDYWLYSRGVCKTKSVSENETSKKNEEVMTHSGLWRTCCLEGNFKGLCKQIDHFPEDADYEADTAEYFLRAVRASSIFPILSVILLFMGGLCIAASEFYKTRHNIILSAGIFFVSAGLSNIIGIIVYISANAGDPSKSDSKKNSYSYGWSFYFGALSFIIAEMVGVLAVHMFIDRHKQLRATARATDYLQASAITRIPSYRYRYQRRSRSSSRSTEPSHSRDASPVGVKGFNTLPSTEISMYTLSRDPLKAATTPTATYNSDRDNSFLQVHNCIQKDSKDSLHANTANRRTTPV
Target sequence (P19491 whole entry, looked up): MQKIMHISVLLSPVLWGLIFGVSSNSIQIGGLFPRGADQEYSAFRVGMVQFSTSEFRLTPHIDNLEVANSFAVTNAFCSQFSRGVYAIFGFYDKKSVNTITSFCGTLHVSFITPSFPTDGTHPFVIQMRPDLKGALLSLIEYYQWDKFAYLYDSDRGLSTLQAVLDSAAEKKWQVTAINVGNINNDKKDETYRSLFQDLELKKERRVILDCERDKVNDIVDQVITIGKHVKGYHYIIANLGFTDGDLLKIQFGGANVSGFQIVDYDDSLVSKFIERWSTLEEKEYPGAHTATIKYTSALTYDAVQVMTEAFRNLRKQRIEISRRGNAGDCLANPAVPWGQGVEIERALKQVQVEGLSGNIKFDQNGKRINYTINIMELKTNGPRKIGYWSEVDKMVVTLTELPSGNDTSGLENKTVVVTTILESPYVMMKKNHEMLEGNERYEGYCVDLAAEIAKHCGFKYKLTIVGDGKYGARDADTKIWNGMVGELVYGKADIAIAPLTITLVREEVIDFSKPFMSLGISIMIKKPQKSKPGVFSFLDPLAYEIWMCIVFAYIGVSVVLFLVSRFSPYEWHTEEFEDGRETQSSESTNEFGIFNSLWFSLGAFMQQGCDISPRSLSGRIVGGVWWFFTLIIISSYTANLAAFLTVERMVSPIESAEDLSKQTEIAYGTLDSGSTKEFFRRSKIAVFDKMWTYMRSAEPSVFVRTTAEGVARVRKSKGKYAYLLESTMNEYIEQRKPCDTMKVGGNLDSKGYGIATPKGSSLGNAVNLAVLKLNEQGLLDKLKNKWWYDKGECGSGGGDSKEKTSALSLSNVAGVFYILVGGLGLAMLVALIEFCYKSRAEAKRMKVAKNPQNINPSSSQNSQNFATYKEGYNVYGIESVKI
GluA2 TARP mod agonism max-min = recorded beside GluA2 TARP mod, whose call it bears; compound max-min signal; compound-alone response (agonism);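 unitless range of fluorescence divided by baseline over first 100 seconds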
GluA2 TARP mod glutamate slope = further read-out of GluA2 TARP mod, marked with its call; glutamate slope, % of max; measured here: glutamate response slope, % max;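 scaled per plate between vehicle wells and maximal 1 mM glutamate control wells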
* = called active by the depositor; i = inactive; + = active, no number; & = joins results of further samples.

SMILES	GluA2 TARP mod	GluA2 TARP mod agonism max-min	GluA2 TARP mod glutamate slope
O=C(Nc1ccc(O)cc1)C(=O)Nc1ccccc1[N+](=O)[O-]	i	0.11	49
COCCn1c(-n2nc(C)cc2C)nc2c1c(=O)[nH]c(=O)n2C	i	0.057	45
COc1cc(C(=O)NCCOc2ccc(F)cc2)c([N+](=O)[O-])cc1OC	i	0.09	54
O=C(c1ccc(S(=O)(=O)N2CCCCCC2)cc1)N1CCN(c2cccc(Cl)c2)CC1	i	0.062	26
CCOc1ccc(OCCNC(=O)c2cccc([N+](=O)[O-])c2C)cc1	i	0.14	51
COc1ccc(CC(=O)N2CCC3(CC2)NC(=O)N(Cc2ccc(Cl)cc2)C3=O)cc1	i	0.096	36
O=C(NCC1CCN(Cc2ccco2)CC1)C(=O)NC1CCCCCC1	i	0.034	60
O=C(Oc1ccc2c(c1)O/C(=C\c1cccs1)C2=O)c1ccco1	i	0.15	65
CC(C)S(=O)(=O)c1ccc(C(=O)Nc2cccc([N+](=O)[O-])c2)cc1	i	0.16	59
O=C(CCCCn1c(=O)[nH]c2ccccc2c1=O)N1CCN(c2ccc(F)cc2)CC1	i	0.046	66
COc1ccc(NS(=O)(=O)c2cccc([N+](=O)[O-])c2)cc1	i	0.17	55
CCn1nnc2c(N3CCN(S(=O)(=O)c4cccc(Cl)c4)CC3)ncnc21	i	0.11	60
CCOC(=O)N(C)Cc1nc2ccccc2n1Cc1c(F)cccc1Cl	+	0.16*	74*
COCCNC(=O)C(=O)NCCN(C)C	i	0.11	38
O=C(c1cc2ccccc2o1)N1CCC(CNS(=O)(=O)C2CC2)CC1	i	0.061	37
COc1ccc(S(=O)(=O)N2CCCOC2CNC(=O)C(=O)NCc2ccncc2)cc1 (centres undefined)	i	0.061	57
Cc1cccc(C(=O)Nc2cccc(N3CCCC3=O)c2)c1	i	0.11	68
CCS(=O)(=O)N1CCC2(CC1)OCCN2S(=O)(=O)c1cccs1	i	0.021	53
COc1cc(NC(=O)COc2ccc(C(C)C)c(C)c2)c(OC)cc1Cl	i	0.091	74
O=c1nc(SCc2ccc(Br)cc2)c2c(n1CC1CCCO1)CCCC2 (centres undefined)	+	0.069*	77*
O=C(NCCNC(=O)c1ccccc1C(F)(F)F)c1ccc(NC(=O)C2CC2)cc1	i	0.081	43
O=C(Nc1ccc(SCc2cccnc2)nn1)c1ccccc1	i	0.053	41
CC(C)c1nnc(C2CCN(C(=O)c3ccc4ccccc4n3)CC2)o1	i	0.11	54
O=C1CS/C(=N/S(=O)(=O)c2ccc(Cl)cc2)N1C1CCCCC1	i	0.052	49
O=C(Cn1c2c(c(=O)n(C3CCCCC3)c1=O)CCC2)Nc1ccc2c(c1)OCCO2	i	0.11	67
CCn1c(SCC(=O)N(C)c2ccccc2)nnc1-c1cn(C)nc1OC	i	0.054	45
O=C(N1CCC(c2nnc(-c3ccc(F)cc3)o2)CC1)C1(c2ccccc2)CCOCC1	i	0.066	58
CN(C)c1nnnc2c1cnn2-c1ccccc1	i	0.14	54
CC(C)C(=O)Nc1ccc(C(=O)NCCNC(=O)c2ccc(C(F)(F)F)cc2)cc1	i	0.082	51
CS(=O)(=O)N1CCN(C(=O)c2nc(-c3cnccn3)no2)CC1	i	0.12	80
Cc1cc(C)c2c(n1)sc1c(=O)n(CC(=O)Nc3ccc(Cl)cc3)cnc12	i	0.07	74
O=C(NCC1(O)CCCC1)C(c1ccccc1)c1ccccc1	i	0.056	54
COc1ccccc1NCCN1N=C(C)C(C)n2c1nc1c2c(=O)n(C)c(=O)n1C (centres undefined)	i	0.088	33
O=C(NCc1ccccc1Cl)C(=O)NCC1CCN(Cc2ccsc2)CC1	i	0.089	58
O=C(NCC1CCN(c2ncccn2)CC1)c1ccsc1	i	0.099	58
Cc1cccc(NC(=O)Cn2nc(-c3ccco3)ccc2=O)c1C	i	0.023	35
CCOC(=O)N1CCN(C(=O)c2ccc(S(=O)(=O)NCc3cccs3)o2)CC1	i	0.1	68
CCCS(=O)(=O)N1CCCc2cc(NS(=O)(=O)c3ccc(OC)cc3OC)ccc21	i	0.1	60
COc1ccc(-c2cc(-c3nc(-c4cccc(Cl)c4)no3)[nH]n2)cc1	i	0.096	44
COc1ccc(S(=O)(=O)N(C)CCO)cc1N(C)S(=O)(=O)c1ccc(C)cc1	i	0.055	52
O=C(NCC1CCCO1)c1nn(-c2ccc(F)cc2)cc1OCc1ccccc1 (centres undefined)	i	0.051	43
CCc1cccc2sc(N(CCN3CCOCC3)C(=O)c3cccs3)nc12	i	0.064	35
Cc1ccc(NC(=O)c2cccnc2)c(C(=O)O)c1	i	0.15	76
CCc1cccc2sc(N3CCN(C(=O)Nc4ccccc4Cl)CC3)nc12	i	0.088	65
Cn1nc(NC(=O)C2CCN(S(C)(=O)=O)CC2)c2c1NC(=O)CC2c1ccco1 (centres undefined)	i	0.14	66
O=S(=O)(NCCOc1ccc(-c2ccccc2)nn1)c1ccc(F)c(C(F)(F)F)c1	i	0.11	61
O=S(=O)(CCCOc1ccc2c(c1)OCO2)N1CCCCCC1	i	0.058	63
Cc1ccc(-c2cc(=O)n(CC(=O)N(Cc3ccccc3)c3ccccc3)cn2)cc1	i	0.098	47

Pulled by structure from the list above:
SMILES	GluA2 TARP mod	GluA2 TARP mod agonism max-min	GluA2 TARP mod glutamate slope
Cn1nc(NC(=O)C2CCN(S(C)(=O)=O)CC2)c2c1NC(=O)CC2c1ccco1 (centres undefined)	i	0.14	66
CCOC(=O)N1CCN(C(=O)c2ccc(S(=O)(=O)NCc3cccs3)o2)CC1	i	0.1	68

Next part.
SMILES	GluA2 TARP mod	GluA2 TARP mod agonism max-min	GluA2 TARP mod glutamate slope
O=C(NCC1CCN(C(=O)/C=C/c2ccco2)CC1)c1nc2ccccc2s1	i	0.049	29
CC(=O)CC1(O)C(=O)N(CCOc2ccccc2Cl)c2ccccc21 (centres undefined)	i	0.12&0.057	43&87
O=C(NCC1CCN(Cc2ccsc2)CC1)C(=O)Nc1cccnc1	i	0.094	66
COc1ccc(OC)c(/C=C2\Oc3cc(OCC(=O)OC(C)C)ccc3C2=O)c1	i	0.1	60
O=C(Nc1ccc2c(c1)CN(C(=O)c1cccs1)CC2)NC1CCCCC1	i	0.067	60
CCc1cccc(CC)c1NC(=O)c1cncc(Br)c1	i	0.046	76
O=C(NCC1CCN(S(=O)(=O)C2CC2)CC1)C(=O)NCC1CCCO1 (centres undefined)	i	0.074	57
CC(=O)c1ccc(NC(=O)c2ccc(=O)n(Cc3cccc(Cl)c3)c2)cc1	i	0.13	63
Cc1cc(C(=O)N=c2sc3cccc(Cl)c3n2C)on1	i	0.17	46
O=C(CC1Nc2cccc3cccc(c23)NC1=O)Nc1cccc(C(F)(F)F)c1 (centres undefined)	+	0.23*	28*
COCCCn1c(NC(=O)Nc2ccccc2C#N)c2ccccc2nc1=O	i	0.13	64
Cc1ccc(OCCCC(=O)NCc2ccccc2)c(C)c1	i	0.099	76
CCOc1ccc(-n2nnnc2SCC(=O)NC(C)C)cc1	i	0.085&0.048	37&84
CN(C)S(=O)(=O)c1ccc(C(=O)NCC2CCN(C(=O)/C=C/c3ccco3)CC2)cc1	i	0.064	47
O=S(=O)(NCC(O)c1ccsc1)c1cccs1 (centres undefined)	i	0.11	63
Cc1ccc2nc3c(cc(C(=O)NCC(=O)OC(C)C)n3Cc3ccccc3)c(=O)n2c1	i	0.11	57
Cc1ccc(OCC(O)Cn2c(N(C)Cc3ccccc3)nc3c2c(=O)[nH]c(=O)n3C)cc1C (centres undefined)	i	0.068	82
CCc1nnc(NS(=O)(=O)c2ccc(NC(=O)c3cc(C)ccc3C)cc2)s1	i	0.098	70
COc1ccc(NC(=O)Cn2cc(OC)c(=O)cc2CSc2nc(C)cs2)cc1OC	i	0.043	51
Cc1nc(Nc2ccc(NC(=O)COc3ccc(Cl)cc3)cc2)cc(-n2cccn2)n1	i	0.16	57
Cc1cc(NC(=O)CN2CCC(c3nnc(C)s3)CC2)no1	i	0.095	62
COC(=O)c1ccccc1NC(=O)c1ccc(=O)[nH]n1	i	0.14	70
O=C(CCCS(=O)(=O)c1ccc(Cl)cc1)Nc1ccc(O)c(-c2nc3ccccc3s2)c1	i	0.091	60
CC(C)N1CCC(CNS(=O)(=O)CCc2ccccc2)CC1	i	0.077	62

Another view of some results above.
GluA2 TARP mod,GluA2 TARP mod agonism max-min,GluA2 TARP mod glutamate slope,compound
+,0.23*,28*,O=C(CC1Nc2cccc3cccc(c23)NC1=O)Nc1cccc(C(F)(F)F)c1 (centres undefined)
i,0.13,64,COCCCn1c(NC(=O)Nc2ccccc2C#N)c2ccccc2nc1=O
i,0.099,76,Cc1ccc(OCCCC(=O)NCc2ccccc2)c(C)c1
i,0.085&0.048,37&84,CCOc1ccc(-n2nnnc2SCC(=O)NC(C)C)cc1
i,0.064,47,CN(C)S(=O)(=O)c1ccc(C(=O)NCC2CCN(C(=O)/C=C/c3ccco3)CC2)cc1
i,0.11,63,O=S(=O)(NCC(O)c1ccsc1)c1cccs1 (centres undefined)
i,0.11,57,Cc1ccc2nc3c(cc(C(=O)NCC(=O)OC(C)C)n3Cc3ccccc3)c(=O)n2c1
i,0.068,82,Cc1ccc(OCC(O)Cn2c(N(C)Cc3ccccc3)nc3c2c(=O)[nH]c(=O)n3C)cc1C (centres undefined)
i,0.098,70,CCc1nnc(NS(=O)(=O)c2ccc(NC(=O)c3cc(C)ccc3C)cc2)s1
i,0.043,51,COc1ccc(NC(=O)Cn2cc(OC)c(=O)cc2CSc2nc(C)cs2)cc1OC
i,0.16,57,Cc1nc(Nc2ccc(NC(=O)COc3ccc(Cl)cc3)cc2)cc(-n2cccn2)n1
i,0.095,62,Cc1cc(NC(=O)CN2CCC(c3nnc(C)s3)CC2)no1
i,0.14,70,COC(=O)c1ccccc1NC(=O)c1ccc(=O)[nH]n1
i,0.091,60,O=C(CCCS(=O)(=O)c1ccc(Cl)cc1)Nc1ccc(O)c(-c2nc3ccccc3s2)c1
i,0.077,62,CC(C)N1CCC(CNS(=O)(=O)CCc2ccccc2)CC1

Remaining list, next part:
SMILES	GluA2 TARP mod	GluA2 TARP mod agonism max-min	GluA2 TARP mod glutamate slope
CC(=O)Nc1cccc(NC(=O)c2ccc(=O)n(Cc3ccc(F)cc3)n2)c1	i	0.1	52
O=C1CCC(=O)N1CC(=O)N(CC1CCCO1)c1nc2c(C(F)(F)F)cccc2s1 (centres undefined)	i	0.076	62
Cc1c(CCC(=O)O)c(C)n2c(nc3ccccc32)c1C#N	i	0.14	55
Cn1nc(NC(=O)c2cc3ccccc3o2)c2c1NC(=O)CC2c1ccco1 (centres undefined)	i	0.13	63
O=C(NCCCn1nc(-c2ccc(Cl)cc2)ccc1=O)Nc1ccc2c(c1)OCO2	i	0.11	57
CC(Sc1nc(-c2ccccc2)cc(C(F)(F)F)n1)C(=O)NCc1ccccc1 (centres undefined)	i	0.045	51
O=C(Nc1ccc(F)c([N+](=O)[O-])c1)c1ccc(N2CCCCS2(=O)=O)cc1	i	0.13	47
C=CCNC(=O)C(=O)NCC1OCCCN1S(=O)(=O)c1ccc(OC)c(OC)c1 (centres undefined)	i	0.1	62
O=C(CN1CCN(CC(=O)Nc2ccc(Cl)c(C(F)(F)F)c2)CC1)Nc1ccc(F)cc1	i	0.11	33
Cn1cccc1C(CNC(=O)c1c(F)cccc1F)N1CCOCC1 (centres undefined)	i	0.067	52
CCCCOc1ccc(/C=C/C(=O)Nc2ccc(OC)cc2OC)cc1	i	0.085	83
CC1CCCC(C)N1CC(O)COc1ccc(C23CC4CC(CC(C4)C2)C3)cc1 (centres undefined)	i	0.082	49
Cc1cn2c3c(=O)n(C)c(=O)n(C)c3nc2n1-c1ccccc1OCCN1CCOCC1	i	0.032	33
CC(C)n1nccc1-c1nnc(NC(=O)CCCSc2ccc(F)cc2)o1	i	0.072	50
Cc1cccc(OCCCC(=O)NCCc2ccccc2)c1	i	0.064	72
COC(=O)C12CC3CC(CC(NC(=O)c4cc(-c5ccco5)[nH]n4)(C3)C1)C2	i	0.14	58
Cc1ccc2nc(NC(=O)Cc3csc(Nc4ccccc4)n3)sc2c1	i	0.1	55
Fc1cccc(Nc2nc(N3CCCCC3)c3[nH]cnc3n2)c1	i	0.22	34
COc1ccc(-n2nc3c(c2NC(=O)C(=O)N2CCC(C(N)=O)CC2)CS(=O)(=O)C3)cc1	i	0.13	58
COc1ccc(S(=O)(=O)CCCC(=O)Nc2ccc(-c3nc4ccccc4[nH]3)cc2)cc1	i	0.09	45
CCC(NCC(O)CN(c1ccc(OC)cc1)S(=O)(=O)c1ccc(Cl)cc1)C(=O)O (centres undefined)	i	0.078	63
COC1CCN(C(=O)CCn2ccc(=O)[nH]c2=O)CC1	i	0.079	38
COc1ccc(S(=O)(=O)/N=C2/C=C(Nc3ccc(C)cc3)C(=O)c3ccccc32)cc1	+	0.28*	15*
O=C(Nn1cnc2c(cnn2-c2ccccc2)c1=O)c1ccccc1[N+](=O)[O-]	i	0.067	59
Cc1ccc(S(=O)(=O)Nc2ccc3c(c2)N(C(=O)c2ccccc2)CCC3)c(C)c1	i	0.075	59
CC(C)N(C)S(=O)(=O)c1ccc(C(=O)Nc2nc(-c3ccncc3)cs2)cc1	+	0.18*	76*
CN1CCC(CNS(=O)(=O)c2ccc(Cl)s2)CC1	i	0.073	60
Cc1ccc(C)c(Sc2cc(N3CCC(C(=O)NCCc4ccccn4)CC3)ncn2)c1	i	0.085	52
COc1cc(C(=O)Nc2ccc(N3CCCCC3=O)cc2)c([N+](=O)[O-])cc1OC	i	0.088	51
CSCCC(C)(O)CNC(=O)c1ccc2nsnc2c1 (centres undefined)	i	0.083	55
Cc1ccc(NC(=O)C(=O)NCC(c2ccccc2)N(C)C)c([N+](=O)[O-])c1 (centres undefined)	i	0.14	90
Cc1cc([N+](=O)[O-])ccc1NC(=O)c1ccc(=O)n(Cc2c(F)cccc2Cl)c1	i	0.095	54
O=C(/C=C/c1ccccc1)NCC#CCN1CCc2ccccc2C1	i	0.074	53
Cc1cc(-c2nnc(NC(=O)c3ccccc3F)o2)nn1C	i	0.043	31
COc1ccccc1-c1c(C)nn2c(N3CCCC3)cc(C)nc12	i	0.21	49

Some of the compounds tested, so the mix of outcomes need not match the whole.
